High-throughput results (PubChem)
Hsp90 inh: displaces geldanamycin probe from tumor Hsp90; P07900; NCI-N417 lysate Hsp90, Cy3B-geldanamycin FP displacement; inhibition, % at 30 µM; 0.35% of 64,000 active; AID 429;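 active means inhibition above 50%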;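 further: 0% = tracer plus lysate wells and 100% = tracer alone without lysate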
Ec RNAP inh: blocks E. coli RNA polymerase transcription; inhibition, %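 (tested at 10 µM)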; AID 559; P0A8V2; 0.2% of 62,000 active; fluorescence transcription assay; in the data active means inhibition above about 20%;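 further: 0% = enzyme without compound and 100% = no enzyme blank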
Autofluor 339: intrinsic fluorescence of library compounds, ex339/em460 – biochemical, MLSMR library, data from DPM-DC assay, artefact control, profiling panel; fluorescence fold increase at 10 µM; compound autofluorescence, ex339/em460 nm, NADH buffer; active compounds read high; 1 = no-compound wells, NADH background; 5.5% of 65,000 active;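 active means at 10 µM, mean starting fluorescence two-fold or more over control wells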;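 further: signal is the first read of a kinetic run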
HER2 expr 66K: Her2 kinase expression inhibition | AID 645 | SKBR-3 HER2 protein level, AlphaScreen, 18-24 h; active compounds read low | HER2 level % of control, % at 10 µM | 0.69% of 65,000 active;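 active means HER2 level under 5% of the carrier-only control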;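 further: 100% = DMSO carrier and 0% = 500 nM PU-H71 HSP90 inhibitor; lower value means stronger loss of Her2 protein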
M1 agonist: agonists of M1 muscarinic receptor. B-score at 10 µM. 3% of 64,000 active. CHO-M1 cells, Fluo-4 calcium fluorescence, agonist mode; active compounds read high;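 active means fluorescence rise, raw or as B-score row- and column-corrected plate score, outside the 99.7% band of its plate's samples, either direction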
5HT1a ag: 5-HT1a (human) receptor agonism; P08908; activation, % at 10 µM; CHO 5-HT1a Ga15 NFAT-bla reporter, FRET ratio; 0% basal, 100% maximal reference agonist; 0.56% of 65,000 active; AID 567;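 active means activation above the screen-wide mean activation plus 3 SD, cut at about 19% in these data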;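 further: 0% = DMSO wells and 100% = 5-CT at EC100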
Target sequence (P08908 whole entry, looked up): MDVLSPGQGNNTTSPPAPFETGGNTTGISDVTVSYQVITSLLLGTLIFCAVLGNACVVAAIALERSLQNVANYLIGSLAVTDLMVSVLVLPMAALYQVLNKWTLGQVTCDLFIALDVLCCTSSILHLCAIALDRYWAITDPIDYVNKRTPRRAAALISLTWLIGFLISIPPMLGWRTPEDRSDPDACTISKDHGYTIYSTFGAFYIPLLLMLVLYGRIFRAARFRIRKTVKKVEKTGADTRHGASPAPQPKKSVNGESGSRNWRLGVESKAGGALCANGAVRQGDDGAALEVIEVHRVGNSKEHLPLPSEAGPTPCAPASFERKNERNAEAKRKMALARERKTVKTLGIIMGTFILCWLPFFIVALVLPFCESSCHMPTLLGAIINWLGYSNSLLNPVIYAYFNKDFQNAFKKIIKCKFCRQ
M1 antag: blocks the rat M1 muscarinic receptor response to acetylcholine | P08482 | CHO-M1 cells, Fluo-4 calcium, ACh EC80 antagonist mode; active compounds read low | B-score at 10 µM | 3.4% of 64,000 active | AID 628;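 active means calcium fluorescence response, raw or row-and-column corrected B-score, differing from the plate sample mean either way at a set confidence level, mostly lower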
Target sequence (P08482 whole entry, looked up): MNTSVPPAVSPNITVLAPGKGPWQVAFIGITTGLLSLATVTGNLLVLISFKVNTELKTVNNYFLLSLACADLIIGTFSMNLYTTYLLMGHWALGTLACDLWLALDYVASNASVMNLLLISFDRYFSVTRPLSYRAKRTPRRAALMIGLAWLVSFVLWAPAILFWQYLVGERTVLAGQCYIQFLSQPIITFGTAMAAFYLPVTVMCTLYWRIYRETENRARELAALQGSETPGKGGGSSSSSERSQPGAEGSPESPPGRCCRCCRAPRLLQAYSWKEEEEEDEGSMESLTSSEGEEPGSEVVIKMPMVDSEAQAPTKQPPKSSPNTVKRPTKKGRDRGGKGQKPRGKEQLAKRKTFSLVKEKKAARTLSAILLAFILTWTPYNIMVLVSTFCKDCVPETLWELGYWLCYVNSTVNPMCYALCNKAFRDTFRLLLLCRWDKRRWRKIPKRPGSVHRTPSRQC
D1 mod: D1 dopamine receptor (human) allosteric modulation; P21728; B-score at 10 µM; 5.9% of 58,000 active; HEK293 D1, CRE-luciferase, dopamine EC30 potentiation; actives deviate in either direction;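 active means luminescence count or its row- and column-corrected plate score outside the 99.7% band of the plate's sample wells, on either side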
NADH enzymes: inhibitors of enzymes used to reach an NAD/NADH endpoint; coupled PK/LDH NADH assays, four targets; IC50, µM (series often up to 10 µM), for the others: top-dose inhibition; 0.02% of 65,000 active; AID 774;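 active means single-dose screening hits from any of four coupled enzyme assays that gave an IC50 when retested across doses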;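 further: the DPM-DC format reads NADH fluorescence rather than 340 nm absorbance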
An asterisk follows results filed as active; [ ] = dose if it differs, or a comment. This is a random part of the collection; overall some 16% were active at least once.

What do the screens show for `CC(C)=C1C2C=CC1C1C(=O)N(c3ccc4c(c3)OCO4)C(=O)C21` (centres undefined)?
Hsp90 inh: 3; Autofluor 339: 1.1; HER2 expr 66K: 104; M1 agonist: -0.7; 5HT1a ag: -0.2; M1 antag: 0.69; D1 mod: -0.29; NADH enzymes: 6%

Results for CCCCOC(=O)n1c(=O)oc2cc(S(=O)(=O)N3CCCCC3)ccc21 ?
Hsp90 inh: 2; Ec RNAP inh: 4; Autofluor 339: 1.1; HER2 expr 66K: 78; M1 agonist: 0.49; 5HT1a ag: -1.0; M1 antag: 0.036; D1 mod: -1.1; NADH enzymes: 3%

Results for O=C(O)/C(=C1/OC(=O)c2ccccc21)c1ccccc1 ?
Hsp90 inh: -1; Ec RNAP inh: 5; Autofluor 339: 1.3; HER2 expr 66K: 105; M1 agonist: -0.43; 5HT1a ag: -4.2; M1 antag: 0.45; D1 mod: -1.5; NADH enzymes: 7%

What do the screens show for `CCOC(=O)c1c(C)c(C(=O)NCc2cccs2)c(C)n1CC`?
Hsp90 inh: 1; Ec RNAP inh: 0; Autofluor 339: 1.1; HER2 expr 66K: 88; M1 agonist: 0.53; 5HT1a ag: -3.1; M1 antag: 0.29; D1 mod: 3.5; NADH enzymes: 5%

What do the screens show for `Nc1nc(N2C(=O)C3CC=CCC3C2=O)nn1-c1ccccc1` (centres undefined)?
Hsp90 inh: 8; Ec RNAP inh: -6; Autofluor 339: 1; HER2 expr 66K: 77; M1 agonist: 0.23; 5HT1a ag: 1.2; M1 antag: 0.3; D1 mod: 0.52; NADH enzymes: 3%

How did Cc1csc(NC(=O)C2CCCN(S(=O)(=O)c3cnc[nH]3)C2)n1 (centres undefined) do in these assays?
Hsp90 inh: -2; Ec RNAP inh: 3; Autofluor 339: 1.1; HER2 expr 66K: 84; M1 agonist: -0.52; 5HT1a ag: -1.9; M1 antag: 0.62; D1 mod: -0.86; NADH enzymes: 5%

Results for CC(=NCc1ccco1)C1=C(O)c2ccccc2C1=O ?
Hsp90 inh: -9; Autofluor 339: 1.1; HER2 expr 66K: 93; M1 agonist: -0.0091; 5HT1a ag: -2.4; M1 antag: 0.16; D1 mod: 0.33; NADH enzymes: 8%

How did c1csc(-c2cnc3ccccc3n2)c1 do in these assays?
Hsp90 inh: -4; Ec RNAP inh: 5; Autofluor 339: 3.6*; HER2 expr 66K: 40; M1 agonist: 0.12; 5HT1a ag: 0.1; M1 antag: -0.073; D1 mod: -0.2; NADH enzymes: 5%[fluoresces]

Results for CCCCOC(=O)CSc1nc2c(cc1C#N)C(=O)CC(C)(C)C2 ?
Hsp90 inh: -1; Ec RNAP inh: 3; Autofluor 339: 1; HER2 expr 66K: 95; M1 agonist: -0.16; 5HT1a ag: -1.8; M1 antag: -1.3; D1 mod: -0.46; NADH enzymes: 4%

Results for O=c1[nH]c2ccc(Cl)cc2c(=O)n1Cc1ccco1 ?
Hsp90 inh: -1; Ec RNAP inh: -1; Autofluor 339: 1.1; HER2 expr 66K: 87; 5HT1a ag: -2.6; NADH enzymes: 2%

What do the screens show for `COc1ccc2cc(CN(CCc3ccccc3)Cc3nnnn3CC3CCCO3)c(=O)[nH]c2c1` (centres undefined)?
Hsp90 inh: -1; Ec RNAP inh: -2; Autofluor 339: 1.2; HER2 expr 66K: 91; M1 agonist: 2.2; 5HT1a ag: 1.3; M1 antag: 0.027; D1 mod: 0.82; NADH enzymes: 8%

How did O=C(Nc1ccc(-c2nc3ccccc3o2)cc1)c1ccc2c(c1)OCO2 do in these assays?
Hsp90 inh: -3; Ec RNAP inh: 5; Autofluor 339: 3.6*; HER2 expr 66K: 155; M1 agonist: -0.1; 5HT1a ag: 8.7; M1 antag: 0.1; D1 mod: -0.049; NADH enzymes: 7%[fluoresces]

What do the screens show for `CCOc1ccc(C(=O)CCNC(Cc2cnc[nH]2)C(=O)O)cc1` (centres undefined)?
Hsp90 inh: -4; Ec RNAP inh: 2; Autofluor 339: 1.1; HER2 expr 66K: 110; M1 agonist: 0.87; 5HT1a ag: 0.1; M1 antag: -0.49; D1 mod: 0.54; NADH enzymes: 7%

Results for Cc1cc(-c2ccc(N3C(=O)CCC3=O)c(C)c2)ccc1N1C(=O)CCC1=O ?
Hsp90 inh: -1; Ec RNAP inh: 3; Autofluor 339: 1.1; HER2 expr 66K: 115; M1 agonist: -0.045; 5HT1a ag: -1.8; M1 antag: -0.61; D1 mod: -1.1; NADH enzymes: 2%

What do the screens show for `CCOc1ccc2nc(NC(=O)COC)sc2c1`?
Ec RNAP inh: 3; Autofluor 339: 1.1; M1 agonist: -0.54; 5HT1a ag: -0.4; M1 antag: -0.0038; D1 mod: -1.3; NADH enzymes: 8%

Results for O=c1cc(CN2CCN(c3ccccc3)CC2)c2c(ccc3ccccc32)o1 ?
Hsp90 inh: -7; Ec RNAP inh: 9; Autofluor 339: 1.4; HER2 expr 66K: 79; M1 agonist: -0.72; 5HT1a ag: 0.0; M1 antag: -1.1; D1 mod: 0.63; NADH enzymes: 9%

Results for CC1(C)Cc2c(C#N)c(N3CCN(C(=O)c4ccco4)CC3)nc(Cc3ccccc3)c2CO1 ?
Hsp90 inh: -4; Ec RNAP inh: -5; Autofluor 339: 2.2*; HER2 expr 66K: 41; M1 agonist: -0.15; 5HT1a ag: 3.1; M1 antag: 0.019; NADH enzymes: 11%[fluoresces]

How did O=C(Nc1cccc(C(F)(F)F)c1)c1cnc2n(c1=O)CCS2 do in these assays?
Hsp90 inh: 2; Ec RNAP inh: -1; Autofluor 339: 1.1; HER2 expr 66K: 97; M1 agonist: 0.13; 5HT1a ag: 0.7; M1 antag: -0.56; D1 mod: 0.12; NADH enzymes: 11%

Results for O=C(CCSc1nnc(-c2ccncc2)o1)Nc1ccc(F)cc1 ?
Hsp90 inh: -3; Ec RNAP inh: 8; Autofluor 339: 0.99; HER2 expr 66K: 101; M1 agonist: 0.59; 5HT1a ag: -1.3; M1 antag: 0.008; D1 mod: -0.029; NADH enzymes: 1%

How did O=C(O)C1CC(=O)N(c2ccc(OCc3c(F)cccc3Cl)cc2)C1 (centres undefined) do in these assays?
Hsp90 inh: 0; Ec RNAP inh: 4; Autofluor 339: 1; HER2 expr 66K: 86; M1 agonist: -0.021; 5HT1a ag: -1.4; M1 antag: -0.00047; D1 mod: -0.99; NADH enzymes: 2%

What do the screens show for `c1ccc2[nH]c(N3CCOCC3)nc2c1`?
Hsp90 inh: -2; Ec RNAP inh: 10; Autofluor 339: 1; HER2 expr 66K: 105; M1 agonist: -0.47; 5HT1a ag: -2.2; M1 antag: 0.3; D1 mod: 0.25; NADH enzymes: 5%

Results for C=CCn1c(=S)[nH]c2nc3c(cc2c1=O)COC(C)(C)C3 ?
Hsp90 inh: -2; Ec RNAP inh: 8; Autofluor 339: 1; HER2 expr 66K: 95; M1 agonist: -1.9; 5HT1a ag: 2.3; M1 antag: -2.7*; D1 mod: 1.3; NADH enzymes: 6%

What do the screens show for `CCc1nc2oc3ccccc3c(=O)c2c(=O)n1Cc1ccccc1`?
Hsp90 inh: -6; Autofluor 339: 1.1; HER2 expr 66K: 81; M1 agonist: 0.006; 5HT1a ag: -2.0; M1 antag: -0.17; D1 mod: 0.077; NADH enzymes: 6%

What do the screens show for `Cc1c(C(=O)NCc2cccnc2)oc2ccc(S(=O)(=O)N3CCCCCC3)cc12`?
Ec RNAP inh: 6; Autofluor 339: 1.1; HER2 expr 66K: 161; M1 agonist: -0.73; 5HT1a ag: 2.1; M1 antag: -1.6*; D1 mod: -0.52; NADH enzymes: 4%

What do the screens show for `Cc1cccc(C)c1NC(=O)c1c(-c2ccccc2)noc1C`?
Hsp90 inh: -1; Ec RNAP inh: 2; Autofluor 339: 1.1; HER2 expr 66K: 92; M1 agonist: -0.84; 5HT1a ag: -1.0; M1 antag: 0.72; D1 mod: -0.93; NADH enzymes: 5%

Results for O=C(O)C1CSC(c2ccncc2)N1 (centres undefined) ?
Hsp90 inh: -3; Ec RNAP inh: 11; Autofluor 339: 1.1; HER2 expr 66K: 132; M1 agonist: -0.17; 5HT1a ag: 0.0; M1 antag: 0.5; D1 mod: -0.36; NADH enzymes: 5%

How did CC(CCCC(C)(C)O)NCCO (centres undefined) do in these assays?
Hsp90 inh: 0; Ec RNAP inh: 4; Autofluor 339: 1.1; HER2 expr 66K: 135; M1 agonist: 0.12; 5HT1a ag: -0.9; M1 antag: 0.083; D1 mod: -0.21; NADH enzymes: 3%

Results for Cn1c(=O)c(C(=O)NCCO)c(O)c2ccccc21 ?
Hsp90 inh: 2; Ec RNAP inh: 4; Autofluor 339: 1.1; HER2 expr 66K: 103; M1 agonist: -0.74; 5HT1a ag: 0.1; M1 antag: 0.0088; D1 mod: 0.86; NADH enzymes: 0%

How did Cc1noc(C)c1CSCC(=O)N1CCN(c2ccc(F)cc2)CC1 do in these assays?
Hsp90 inh: -3; Ec RNAP inh: 4; Autofluor 339: 0.9; HER2 expr 66K: 96; M1 agonist: -0.39; 5HT1a ag: -6.1; M1 antag: 0.19; D1 mod: -1.3; NADH enzymes: 10%

Results for CC(C)CCNC(=O)CN(CCCN1CCOCC1)C(=O)Cn1nnc(-c2ccc(F)cc2)n1 ?
Hsp90 inh: 0; Ec RNAP inh: 2; Autofluor 339: 1; HER2 expr 66K: 101; M1 agonist: 0.38; 5HT1a ag: -4.2; M1 antag: 0.068; D1 mod: -0.58; NADH enzymes: 7%

How did CCCOc1ccc(-c2nnn(CC(=O)Nc3cccc(C(=O)OC)c3)n2)cc1 do in these assays?
Hsp90 inh: 2; Ec RNAP inh: -11; Autofluor 339: 1; HER2 expr 66K: 96; M1 agonist: -0.93; 5HT1a ag: -0.8; M1 antag: -1.4; D1 mod: -0.93; NADH enzymes: 3%

How did O=c1[nH]c(-c2cccnc2)nc2ccccc12 do in these assays?
Hsp90 inh: -21; Ec RNAP inh: 6; Autofluor 339: 1.1; HER2 expr 66K: 87; M1 agonist: 0.34; 5HT1a ag: 2.4; M1 antag: 0.21; D1 mod: 0.64; NADH enzymes: 1%

Results for O=C(NCc1ccc2c(c1)OCO2)C1CCC(CNS(=O)(=O)c2ccccc2)CC1 (centres undefined) ?
Hsp90 inh: -3; Ec RNAP inh: -2; Autofluor 339: 1.1; HER2 expr 66K: 99; M1 agonist: -0.26; 5HT1a ag: 0.7; M1 antag: 0.03; D1 mod: -1.4; NADH enzymes: 3%

Results for CC1CCCCC1NC(=O)C1CCN(C(=O)NC2CCCCC2)CC1 (centres undefined) ?
Hsp90 inh: 0; Ec RNAP inh: 9; Autofluor 339: 0.97; HER2 expr 66K: 106; M1 agonist: -0.43; 5HT1a ag: 0.2; M1 antag: 0.0087; D1 mod: -0.37; NADH enzymes: 4%

How did O=C(COC(=O)CCC(=O)c1cccs1)Nc1ccc(S(=O)(=O)N2CCOCC2)cc1 do in these assays?
Hsp90 inh: -5; Ec RNAP inh: 0; Autofluor 339: 0.97; HER2 expr 66K: 98; M1 agonist: -1.1; 5HT1a ag: -2.9; M1 antag: 0.48; D1 mod: 0.25; NADH enzymes: 4%

What do the screens show for `CCCc1cc(=O)[nH]c(SCC(=O)c2c(N)n(C)c(=O)n(C)c2=O)n1`?
Ec RNAP inh: 3; Autofluor 339: 1.1; HER2 expr 66K: 81; M1 agonist: 0.083; 5HT1a ag: -1.2; M1 antag: -0.19; D1 mod: -0.44; NADH enzymes: 6%

What do the screens show for `COC(=O)c1ccccc1NC(=O)CSc1nc(N)cc(N)n1`?
Hsp90 inh: -5; Ec RNAP inh: 2; Autofluor 339: 0.98; HER2 expr 66K: 114; M1 agonist: -0.84; 5HT1a ag: -0.9; M1 antag: -0.096; D1 mod: 0.82; NADH enzymes: 8%
